Hep lipid drop = modulators of hepatic lipid droplet formation; 240,000 compounds, 0.4% hits; AML12 mouse hepatocytes, oleate lipid droplets, BODIPY imaging; inhibition, % at 6.5 µM;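 active means lipid droplet intensity inhibited by at least 50%, with more than 500 cells counted; inconclusive means wells with under 300 cells, treated as cytotoxic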
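Material – mouse AML12 hepatocyte cell line, fixed after treatment · Compound dosing – one dose, 6.5 µM compound · Times – compound with oleate, overnight · Measured by – Image-based BODIPY and DAPI two-channel analysis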
NOD2 inhibition = NOD2 signaling inhibitors, cell-based, luminescence, uHTS, HEK293 (AID 1566); HEK293 NOD2/NF-kB luciferase reporter, luminescence; higher % means a stronger effect; one-dose inhibition, % at 4 µM; EC50 in µM for titrated hits; 290,000 compounds, 0.63% hits; further: many of its hits are not listed in these tables
HIV peptide binding = cell-free HIV fusion peptide-binding blockers – biochemical, uHTS, fluorescence dequenching, primary screen (AID 1986); cell-free peptide binding, fluorescence dequenching, 30 min; higher % means a stronger effect; 290,000 compounds, 0.3% hits; inhibition, % at 20 µM, or IC50 in µM where a hit was titrated; in the data active means inhibition mostly above about 52%, no sharp cut-off; inactive means mostly below about 76%; further: some results filed as inactive read as strong as hits
XIAP displacement = small molecules displacing peptide from XIAP – biochemical, IAP family, fluorescence polarization (AID 1018). XIAP BIR domain, fluorescence polarization peptide displacement; higher % means a stronger effect. displacement, % at 20 µM; hits with a dose series show IC50 in µM. 200,000 compounds, 0.007% hits; in the data active means displacement above about 50%; further: a part of the inactive calls stands beside numbers as strong as those of hits
Myeloid diff MLP = myeloid differentiation induction; ER-HoxA9 myeloid progenitors, lysozyme-GFP differentiation, flow cytometry; calls only at 10 µM; 360,000 compounds, 1% hits;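 active means normalized GFP-positive differentiation at or above the plate's own cutoff, the solvent-only control mean plus 3 SD; inconclusive means no clear call, values can overlap the other calls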;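 further: cells exposed to compound for four days before flow analysis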
SIAH1 antagonists = Siah-1 peptide-binding antagonists, primary screen, biochemical, fluorescence polarization, rhodamine-plectin, uHTS (AID 1817); Siah-1 / rhodamine-plectin peptide fluorescence polarization; higher % means a stronger effect; one-dose displacement, % at 20 µM; IC50 in µM for titrated hits; 290,000 compounds, 0.02% hits;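 active means displacement of at least 50% at 20 µM, with a fluorescence ratio check between 0.3 and a set limit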;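 further: plate controls were Siah plus tracer with DMSO for no effect and tracer alone without Siah for full effect; strong numbers were not always called active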
NS5 inhibitors = flavivirus cap methylation enzyme inhibition – biochemical, confirmation dose response, primary screen (AID 588689); Dengue-2 NS5 methyltransferase capping enzyme assay, biochemical; higher % means a stronger effect; 340,000 compounds, 0.3% hits; one-dose inhibition, % at 25 µM; IC50 in µM for titrated hits; in the data active means a potency from the dose series; inconclusive means inhibition above about 29% without an active follow-up result
LYP phosphatase = inhibitors of LYP phosphatase, biochemical, fluorescence intensity, uHTS (AID 1779); recombinant LYP phosphatase, fluorescence intensity; higher % means a stronger effect; inhibition, % at 11.5 µM, or IC50 in µM where a hit was titrated; 290,000 compounds, 0.054% hits;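 further: plate controls were vehicle with enzyme for no effect and no enzyme for full effect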
AID2073 = inhibitors of Mint1-CaV2.2 protein interaction, biochemical, HTRF (AID 2073); HTRF protein-protein interaction, Mint1-CaV2.2; higher % means a stronger effect; inhibition, % at 20 µM; hits with a dose series show IC50 in µM; 290,000 compounds, 0.19% hits; in the data active means inhibition mostly above about 51%, no sharp cut-off; inconclusive means no clear call, values can overlap the other calls; inactive means mostly below about 53%; further: some results filed as inactive read as strong as hits
Hep lipid drop cells 6.5 µM = also measured in Hep lipid drop; calls as there; cell count; measured here: cell count, cytotoxicity flag;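 cells counted across two imaged fields per well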
NS5 inhibitors pilot replicate = further read-out of NS5 inhibitors, marked with its call; inhibition, %; measured here: pilot screen replicate inhibition
Myeloid diff MLP GFP+ MAC1+ % = also measured in Myeloid diff MLP; calls as there; GFP+ MAC1+ double positive, %; measured here: differentiation confirmed by MAC1 staining
Active calls of the source: *; i = inactive; ? = inconclusive; . = not tested or not shown. Unless noted, no stated cut-off is given here; in the data, active means inhibition above about 50%; inactive means the rest. Some of the compounds tested; rates above refer to the full screens.

SMILES	Hep lipid drop	Hep lipid drop cells 6.5 µM	NOD2 inhibition	HIV peptide binding	XIAP displacement	Myeloid diff MLP	Myeloid diff MLP GFP+ MAC1+ %	SIAH1 antagonists	NS5 inhibitors	LYP phosphatase	AID2073	others
CCCC(=O)Oc1cccc(C2NC(=O)c3ccccc3O2)c1 (centres undefined)	-2.2	807	0.4%	0.2%	.	i	0.6	1.4%	-5.9%	-1.1%	7.9%	NS5 inhibitors pilot replicate=1.5
COc1cccc(NC(=O)CSc2c3c(nc4ccccc24)CCCC3)c1	-37.2	699	-13.3%	1.5%	-7.9%	i	0.6	-2.6%	-1.6%	6.8%	1.3%
c1cc(N2CCCC2)ccc1C(c1nnnn1C1CCCCC1)N1CCOCC1 (centres undefined)	.	.	-18.5%	0.1%	-6.2%	i	2.7	3.1%	-6.1%	1.9%	2.6%
O=C(c1ccc(Cn2c(=S)[nH]c3ccc(N4CCOCC4)cc3c2=O)cc1)N1CCC(N2CCCCC2)CC1	-4.9	591	18.5%	-2.4%	-1.8%	i	0.3	-9.2%	-3.8%	-8.7%	35.0%
COc1cc(NC(=S)NC2CC(C)(C)NC(C)(C)C2)c(OC)cc1Cl	3.6	642	25.0%	0.5%	-6.0%	i	0.1	-0.3%	-5.3%	-9.2%	-21.2%
COc1ccc(-c2csc(C)n2)cc1	15.6	757	-4.1%	2.0%	-4.6%	i	0.6	3.7%	-2.4%	-0.5%	-4.0%
Cc1nnc(SCC(=O)NC(=O)Nc2ccc3c(c2)OCCO3)n1N	-4.9	711	-30.5%	-0.4%	.	i	0.1	-1.1%	5.4%	-13.0%	-5.3%
COc1cc(CCCN2C(=S)NC[C@@H]2CC2CCCCC2)cc(OC)c1OC	-4.5	670	8.0%	-1.7%	.	i	1.9	2.1%	-7.1%	-2.7%	-11.4%
Cc1cc(C)c(S(=O)(=O)Nc2ccc(O)cc2)c(C)c1	.	.	4.0%	-3.3%	-5.0%	i	0.9	1.4%	-3.3%	-7.4%	8.8%
COc1ccc(/C(C)=N/NC(=O)CNC(=O)C2COc3ccccc3O2)c(OC)c1 (centres undefined)	1.9	727	4.3%	-0.7%	.	i	1.0	-5.1%	-4.6%	-8.0%	12.7%
CCc1ccc(OCC(=O)OCC(=O)NCCNC(=O)COC(=O)COc2ccc(CC)cc2)cc1	-3.8	780	19.2%	2.3%	.	i	5.3	-3.6%	-1.0%	-3.7%	4.6%
COc1ccc(OC)c(S(=O)(=O)N2CCN3CCCC3C2)c1 (centres undefined)	1.7	860	7.6%	0.7%	.	i	0.4	7.2%	5.4%	-5.9%	8.6%
Cc1ccccc1N1CCN(S(=O)(=O)c2cccs2)CC1	8.4	703	-1.0%	0.0%	.	i	0.5	-1.0%	1.9%	-5.6%	15.6%
COc1cc(OC)c(OC)cc1/C=N/n1c(C)nnc1C	.	.	0.3%	1.4%	-3.9%	i	0.7	3.2%	9.7%	-7.2%	3.9%
O=C(Nc1ccc(C(=O)NCc2ccccc2)cc1)C1=CSCCO1	9.4	742	-5.1%	1.6%	.	i	0.3	-1.5%	-3.1%	-0.5%	3.2%
FC(F)(F)c1cccc(NC(=S)Nc2cccc(Cl)c2)c1	.	.	1.7%	0.7%	-6.3%	i	1.2	1.3%	-0.5%	-4.1%	30.4%
O=C(NC1CCCc2ccccc21)c1cc(S(=O)(=O)N2CCOCC2)ccc1F (centres undefined)	-12.1	665	-3.3%	-0.4%	-3.7%	i	0.9	2.5%	-11.9%	-0.6%	-8.9%
Cc1c(C(=O)NCc2ccc3c(c2)OCO3)oc2ccc(S(=O)(=O)N3CCC(C)CC3)cc12	-7.0	745	17.1%	0.1%	-3.5%	i	0.7	8.3%	4.8%	-1.7%	5.9%
COc1ccc(COC(=O)c2c(C)nn(-c3ccccc3)c2Cl)cc1	-19.7	755	-2.8%	1.3%	.	i	1.1	0.4%	0.7%	-4.1%	-3.5%
COc1ccc(-c2cc(C#N)nc(Oc3ccc(Cl)cc3)n2)cc1	-2.9	636	17.0%	-1.0%	-12.5%	i	0.9	5.0%	1.5%	-7.0%	-1.0%
Cc1ccc(Nc2nc(N)nc(CSc3nnnn3-c3ccccc3)n2)cc1	4.8	757	-4.5%	-1.0%	-18.2%	i	0.6	15.0%	3.8%	-11.5%	21.6%
CC(C)CC(=O)Nc1nc(-c2ccc(S(=O)(=O)N3CCOCC3)cc2)cs1	2.4	805	19.7%	0.0%	.	i	1.6	14.5%	-1.6%	-7.2%	13.0%
COc1ccc(C(=O)NCCNc2nc3ccc(C)cc3cc2C#N)cc1	8.7	847	10.5%	-0.1%	.	i	0.4	-4.7%	-5.9%	-14.0%	-3.9%	NS5 inhibitors pilot replicate=-6.1
O=C(COc1ccc(Cl)cc1)c1ccc(O)cc1O	2.7	715	-42.9%	0.9%	.	i	1.1	-1.4%	-1.6%	-1.5%	5.4%
O=C(NC1CCN(C(=S)NCc2ccco2)CC1)c1cccc(F)c1	22.7	696	17.6%	0.5%	-3.2%	i	0.7	-0.3%	-2.3%	-6.8%	-4.7%
O=C(CN1C(=O)c2ccccc2C1=O)Nc1nnc(C2CCCO2)s1 (centres undefined)	.	.	1.1%	-0.9%	-2.5%	i	11.5	3.8%	0.8%	-5.1%	0.1%
Oc1ccc(/C=N/n2c(COc3ccccc3)n[nH]c2=S)c(O)c1	.	.	-10.3%	4.8%	.	i	0.4	-1.6%	-5.9%	3.7%	-21.4%
COC(=O)/C=C1\SC(N2CCOCC2)=C(c2ccc(OC)cc2)C1=O	-0.1	720	-13.4%	1.7%	-3.6%	i	0.9	5.4%	-5.5%	3.6%	-22.5%
Cc1nn(C(C)C(=O)N2CCCCC2)c(=O)c2c1sc1ccccc12 (centres undefined)	.	.	-2.6%	2.5%	-5.0%	i	0.9	-3.5%	-9.7%	1.8%	18.2%
Cc1ccccc1-n1c(SCC(=O)O)nc2sc3c(c2c1=O)CCCC3	17.3	643	16.3%	4.6%	.	i	0.7	3.6%	6.6%	-5.5%	8.9%
O=C(c1cccs1)N1CCN(c2cc(Cl)ccc2Cl)CC1	0.1	795	-3.8%	1.7%	.	i	0.2	-2.0%	-1.2%	-5.6%	1.2%
COc1cccc2oc3ccc(C#Cc4ccccn4)cc3c(=O)c12	9.1	779	-85.8%	-2.4%	.	i	1.2	-3.3%	0.8%	-11.9%	33.3%
Cc1sc2nc(CN(Cc3cccs3)C(=O)NC3CCCCC3)[nH]c(=O)c2c1C	.	.	6.1%	-1.0%	-7.9%	i	1.1	-0.1%	-8.8%	-2.7%	-6.2%
Cc1ccc(/C=N/NC(=O)CSc2nc3ccccc3n2Cc2ccc(Cl)cc2)o1	-3.0	604	-15.5%	5.0%	-1.6%	i	0.3	-2.3%	1.5%	8.1%	19.0%
O=C(C1=C[C@H](c2coc3ccccc3c2=O)C[C@H](OCCCCO)O1)N1CCOCC1	8.8	737	13.3%	-1.6%	-6.3%	i	2.6	18.0%	-1.6%	-4.7%	8.3%
O=C(Nc1ccccc1)O/N=C1\CCCCC1c1ccc([N+](=O)[O-])cc1[N+](=O)[O-] (centres undefined)	.	.	-12.7%	-4.4%	-4.2%	i	0.7	2.8%	.	-0.2%	-4.7%
COc1ccc(C(CNc2ccc(C(F)(F)F)cn2)N(C)C)cc1OC (centres undefined)	-2.1	822	-14.9%	1.2%	.	i	1.1	0.2%	-3.3%	-9.8%	-11.0%
O=C(Cn1cc(C(F)(F)F)ccc1=O)N/N=C/c1ccc(F)cc1	9.8	699	13.1%	-1.8%	-4.5%	i	0.8	10.4%	-7.5%	-8.0%	-4.2%
CCOc1ccc(CCNC(=O)CSc2cc(=O)n(C)c3ccc(Cl)cc23)cc1OCC	93.9*	659*	12.9%	-0.8%	2.1%	i	0.9	8.3%	-1.9%	-4.5%	6.8%
O=C(C1CCCN(c2ncnc3c2nc2n3CCCCC2)C1)N1CCN(c2ccccc2)CC1 (centres undefined)	-20.9	721	21.1%	-1.4%	.	i	0.9	-3.0%	-4.5%	-5.1%	-0.3%
O=C(COC(=O)c1ccc2ccccc2c1)NCCCc1ccccc1	6.5	685	12.6%	-2.4%	-1.1%	i	0.1	8.8%	-14.2%	-2.1%	2.1%
CN(c1ccccc1)c1ccc(/C=C(\C#N)c2nnc3n2CCCCC3)cc1[N+](=O)[O-]	-15.9	601	-20.3%	-0.5%	-5.1%	i	0.8	-5.0%	17.2%	-7.0%	7.1%
N=C1c2ccccc2CN1NC(=O)c1cccc(S(=O)(=O)N2CCCCC2)c1	14.6	661	13.1%	1.2%	-3.9%	i	0.3	-5.4%	.	-3.1%	1.1%
CCOC(=O)C1=C(C)OC(N)=C(C#N)C1c1cc(SCC)oc1C (centres undefined)	5.4	706	16.6%	0.2%	-0.4%	i	0.0	-4.4%	-3.8%	-3.3%	-4.0%
CN1c2ccccc2Oc2nnc(N3CCN(Cc4ccccc4)CC3)cc21	0.6	709	-27.4%	-2.4%	-2.7%	i	0.6	-1.3%	-2.3%	-12.9%	28.9%
COc1cc(/C=C2\SC(=Nc3ccc(Cl)c(C(=O)O)c3)NC2=O)c(Br)c(Br)c1O	-1.5	841	11.2%	179.4%	.	i	2.1	31.2%	?	1.9%	39.7%
CCOC(=O)c1sc(=S)n(-c2ccc3c(c2)OCO3)c1N	.	.	20.5%	-4.0%	-3.3%	i	10.0	-1.9%	0.0%	8.2%	-27.7%
CC(=O)OC[C@H]1O[C@@H](O/N=C/C[C@@H]2C=C[C@H](OC(C)=O)[C@@H](COC(C)=O)O2)[C@H](OC(C)=O)[C@@H](OC(C)=O)[C@@H]1OC(C)=O	19.6	750	17.8%	0.6%	-7.0%	.	.	7.4%	.	-6.9%	0.8%
OCCN(Cc1ccccc1)Cc1cccc(F)c1	-9.2	737	-9.0%	2.6%	-2.0%	i	9.1	0.5%	-2.0%	3.1%	-0.3%
COc1ccccc1N1C(=O)c2ccc(C(=O)Nc3cccc(C(C)=O)c3)cc2C1=O	-1.1	899	15.7%	0.0%	.	i	1.2	-2.4%	-6.2%	-9.1%	-0.6%
CCOc1c(Nc2cccc(Cl)c2)c(=O)c1=O	5.8	668	6.6%	0.5%	.	i	1.3	2.4%	-4.7%	1.5%	17.5%

Compound activity from PubChem.
